# From PubChem
# HSF1 activator: HSF-1 activators, primary screen, NIH3T3-HGL cells, MG132 stress, luminescence, single point. NIH3T3-HGL HSF-1 luciferase reporter, 8 h; 100% = twice DMSO control signal. activation, % at 9 µM. 1.7% of 300,000 active. AID 504408, 2011;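 active = mean replicate activation of at least 50% with a set share of replicates each reaching 50%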;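 note: 0% = median of the neutral control wells and 100% = twice that signal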
# GSK3beta inhib: human GSK3beta kinase inhibitors, primary screen, biochemical, cell-free homogeneous, HTS. Glycogen synthase kinase-3 beta (Homo sapiens), P49841. GST-GSK3beta kinase, ADP-Glo luminescence, 60 min; active compounds read low. activity score (negative = inhibition), % at 10 µM. 0.038% of 300,000 active. AID 2097, 2009;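 active = more than half of replicate wells score below -50%, meaning over 50% inhibition versus plate controls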;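 note: 0% = median DMSO wells and -100% = median GW8510 positive control wells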
# Target sequence (P49841 whole entry, looked up): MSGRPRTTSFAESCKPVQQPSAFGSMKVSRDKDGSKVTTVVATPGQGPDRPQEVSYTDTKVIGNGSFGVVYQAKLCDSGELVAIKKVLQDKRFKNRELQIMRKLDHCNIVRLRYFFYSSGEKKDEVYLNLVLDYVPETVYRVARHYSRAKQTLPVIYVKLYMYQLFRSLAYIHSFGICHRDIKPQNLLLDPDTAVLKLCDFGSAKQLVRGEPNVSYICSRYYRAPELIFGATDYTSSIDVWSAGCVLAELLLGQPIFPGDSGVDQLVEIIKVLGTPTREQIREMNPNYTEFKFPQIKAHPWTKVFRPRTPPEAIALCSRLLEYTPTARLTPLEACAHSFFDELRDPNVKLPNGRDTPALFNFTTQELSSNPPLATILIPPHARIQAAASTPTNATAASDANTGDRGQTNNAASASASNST
#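 Test system: GST-tagged human GSK3beta kinase, cell-free; evaluation: activity score scaled between in-plate DMSO and GW8510 controls; measured by: ADP-Glo luminescence; incubation: 60 min reaction, RT; benchmarks: DMSO and 20 µM GW8510; reagent: peptide substrate plus 25 µM ATP (final); medium: Tris/MgCl2 kinase buffer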
# GSK3 alpha inh: blockers of GSK3A enzyme activity – biochemical, luminescence, cell-free homogeneous, HTS, primary screen. GSK-3 alpha kinase, ADP-Glo luminescence, 60 min. 0.1% of 320,000 active. Glycogen synthase kinase-3 alpha (Homo sapiens), P49840. inhibition, % at 10 µM;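 in the data active = inhibition above about 50%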;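 note: GST-tagged GSK-3 alpha with peptide substrate and 25 µM ATP; 0% = DMSO neutral wells and 100% = GW8510 positive control wells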
# Target sequence (P49840 whole entry, looked up): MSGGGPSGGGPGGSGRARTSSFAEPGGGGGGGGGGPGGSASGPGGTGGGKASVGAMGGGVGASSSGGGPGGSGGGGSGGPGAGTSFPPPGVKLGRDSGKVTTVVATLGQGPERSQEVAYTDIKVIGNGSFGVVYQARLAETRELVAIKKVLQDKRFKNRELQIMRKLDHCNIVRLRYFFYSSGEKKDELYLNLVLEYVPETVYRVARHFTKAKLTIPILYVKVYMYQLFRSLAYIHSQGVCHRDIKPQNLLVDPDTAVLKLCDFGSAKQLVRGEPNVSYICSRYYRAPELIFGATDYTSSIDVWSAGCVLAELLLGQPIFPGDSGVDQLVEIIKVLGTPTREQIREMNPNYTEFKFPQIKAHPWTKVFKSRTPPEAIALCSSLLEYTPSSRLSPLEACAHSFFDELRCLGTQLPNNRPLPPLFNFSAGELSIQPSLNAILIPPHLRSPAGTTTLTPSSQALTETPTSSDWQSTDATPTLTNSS
# AI-2 QS modul: Vibrio harveyi AI-2 quorum sensing modulators, primary screen, JMH597 strain, luminescence/OD600 ratio; Vibrio harveyi JMH597 AI-2 luminescence/OD600 ratio, 9 h; active compounds read low; strain lacks LuxN and CqsS sensors; 0 = neutral-control median; activity change, % at 7.5 µM; 0.4% of 300,000 active; in the data active = activity change below about -75%, passing the limit was not always enough;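 note: luminescence divided by OD600 gain over 9 h not by final OD600 alone; inactives centre near 13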
# PolyA inhibitor: polyadenylation inhibitors in yeast reporter cells, primary screen, luminescence, S. cerevisiae; S. cerevisiae SKY197-pL101 polyadenylation reporter, beta-gal luminescence; efflux-impaired pdr1/pdr3 knockout yeast; score 100 = 6 SD above DMSO; AID 1875, 2009; 0.02% of 300,000 active; calls only at 12 µM;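 active = lowest replicate activity score at least 50, where 100 means six control SD above control mean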;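 note: yeast exposed to compound for 9 h at 30 °C; higher score means more reporter readthrough which indicates perturbed polyadenylation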
# aSyn UTR inh: MLPCN primary screen, SNCA 5' untranslated region; alpha-synuclein 5'UTR reporter, inhibitor activity; inhibition, % (tested at 7.5 µM); 0.82% of 300,000 active; AID 1813, 2009; in the data active = inhibition above about 60%;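 note: H4 neuroglioblastoma cells stably carrying SNCA 5'UTR luciferase fusion; 0% = DMSO wells and 100% = positive control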
# HSP90 refold inh: HSP90 inhibitors, primary screen, cell lysate, luminescence; Rabbit reticulocyte lysate, luciferase refolding luminescence, 3 h; AID 1789, 2009; inhibition, % at 5.6 µM; 0.91% of 290,000 active; Heat shock protein HSP 90 (rabbit reticulocyte lysate; luciferase refolding);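 active = inhibition above the screen-wide mean plus 3 SD, computed separately per campaign, cut at about 16% in these data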;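 note: 0% = DMSO wells and 100% = 60 µM geldanamycin wells; inhibitors lower the luminescence because luciferase stays unfolded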
# KLF5 inh: KLF5 expression inhibitors, primary screen, DLD-1 cells, luminescence | DLD-1 KLF5 promoter-luciferase reporter | inhibition, % at 5 µM | 0.23% of 290,000 active;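 active = inhibition above a per-plate limit of that plate's mean compound inhibition plus 3 SD, cut at about 60% in these data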;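 note: 0% = DMSO wells and 100% = LY294002 at 200 µM; higher means less KLF5 promoter-driven luciferase light; inactives centre near -14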
# HSF1 inh: HSF1 inhibitors in luciferase reporter cells, primary screen, cell-based, NIH3T3, luminescence | NIH3T3-HGL HSE-luciferase, MG132-induced, luminescence 8 h; active compounds read low | activity change, negative = inhibition, % at 7.5 µM (by protocol) | 0.77% of 300,000 active | AID 2098, 2009;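 active = more than half of replicate wells show activity change below -50%, luminescence cut by over half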;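 note: luciferase reports HSF-1 transcriptional activity via heat shock element; 0% = median of DMSO wells and -100% = zero luminescence signal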
# IEC-6 tox: cytotoxicity in IEC-6 intestinal epithelial cells, primary screen, cytotoxicity control for KLF5 inhibitor project, cell-based, luminescence | IEC-6 cytotoxicity, luminescence viability | inhibition, % at 5 µM | 0.78% of 290,000 active | AID 1825, 2009; in the data active = inhibition above about 22%;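 note: 0% = plate median of test compound wells and 100% = cytotoxic reference compound wells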
# * marks the source's active call; other numbers are inactive results; i = inactive; . = no result given. These rows are one share of the data; the hit share may differ from the screen's.
SMILES,HSF1 activator,GSK3beta inhib,GSK3 alpha inh,AI-2 QS modul,PolyA inhibitor,aSyn UTR inh,HSP90 refold inh,KLF5 inh,HSF1 inh,IEC-6 tox
COc1cc(C(=O)N2CCC3(CC2)NCCc2[nH]cnc23)cc(OC)c1OC,-10,1,0,7,i,-5,2,-36,1,9
COc1ccc(NCC(=O)n2c(C)c(C)c3ccccc32)cc1,-26,2,-5,7,i,-31,2,-59,-16,0
COCCNS(=O)(=O)c1ccc2c(c1)oc(=O)c1cc(S(=O)(=O)NCCOC)ccc12,-7,-2,-2,31,i,-18,2,-42,-3,-4
CC(=O)N1CCOc2ccc(S(=O)(=O)NCc3ccc(F)cc3)cc21,-5,0,0,7,i,-12,-4,-5,3,-5
COc1ccc(CCNC(=O)c2cccnc2SC)cc1,.,-23,-3,11,.,.,4,-36,.,3
CC1CCCCN1CCCNc1ccc(C(CC(N)=O)NC(=O)c2ccccc2)cc1[N+](=O)[O-] (stereo unspecified),-8,-1,2,6,.,20,-3,-8,-3,5
Cc1c(Br)c(C(=O)NCc2cc3cc(Cl)ccc3[nH]2)nn1C,-3,-2,1,12,i,-41,4,-18,-1,-2
CC(C)c1cc(Nc2cccc(O)c2)cc(C(C)C)c1O,-13,-3,-2,29,i,19,4,3,-4,-2
CCOC(=O)c1c(NC(=O)c2cccs2)sc(CC)c1-c1cccs1,-4,1,-1,4,i,17,5,-21,5,-1
c1ccc2c(c1)[nH]c1ccccc12,0,3,-2,6,i,-10,.,.,-4,.
Nc1c2c(nc3ccccc13)CCC2,-8,-2,.,22,i,13,-4,-33,4,7
O=C(CCSCc1ccccc1F)NCc1cccnc1,-3,-2,2,24,i,28,2,-10,-7,-1
Cc1ccc2c(c1)C1CN(C)CCC1N2C(=S)NC(=O)c1ccc(Br)cc1 (stereo unspecified),-9,4,0,-5,i,19,-1,-25,-3,-1
CC12CCC(C(=O)N(CCCCN3CCN(Cc4ccccc4)CC3)C1=O)C2(C)C (stereo unspecified),18,0,-1,14,i,2,-1,-41,-2,-9
COCc1cc(CN2CCN(Cc3ccsc3)C(CCO)C2)ccc1OC (stereo unspecified),14,0,1,12,i,-5,-3,-19,-1,-2
O=C1c2cccc3cc(Br)cc(c23)C(=O)N1Nc1ccccc1,-10,4,-1,6,i,18,1,6,-2,-1
CC(C)Cc1csc(NC(=O)C(C)C)c1C(=O)O,-17,-6,1,14,i,8,-3,-71,-1,7
Cc1ccc(S(=O)(=O)N(C)CC(=O)Nc2ccncc2)cc1,1,2,1,15,i,8,-2,4,-4,1
CCOc1cccc(-c2c(C(=O)N/N=C/c3ccncc3)nnn2-c2nonc2N)c1,0,5,48,-6,i,24,0,-5,3,-6
COCCNC(=O)c1cnn2c(C(F)(F)F)cc(-c3ccc(C)cc3)nc12,-3,1,-2,1,i,8,-2,-44,-3,-4
CCOC(=O)C1=C(C)NC(=O)C(C(N)=O)C1c1ccccc1 (stereo unspecified),-21,-7,1,-3,i,0,-2,-10,-5,-2
COc1ccc(N2CCN(CCCNC(=O)c3ccc(CS(=O)(=O)c4ccc(Cl)cc4)o3)CC2)cc1,5,1,-1,30,i,10,0,-20,1,5
Cc1cc(C)nc(SCC(=O)N/N=C/c2cccn2-c2ccc(O)cc2)n1,37,-5,.,8,i,1,4,-29,0,2
O=C(NCc1cccs1)C1CCCN(C(=O)Nc2ccccc2)C1 (stereo unspecified),7,2,-2,11,i,13,-3,16,-2,0
CCN(CC)CCOC(=O)c1ccc(N/C=C(/C#N)c2nc(-c3cc4ccccc4oc3=O)cs2)cc1,-5,1,-3,6,i,-28,2,3,-4,0
CSc1oc(-c2ccco2)nc1S(=O)(=O)c1ccc(Br)cc1,-1,-2,-3,25,i,7,0,7,-7,-1
CCc1ccc(-c2cc(C(=O)Nc3c(C)n(C)n(-c4ccccc4)c3=O)c3ccccc3n2)s1,35,-1,6,8,i,-68,4,-19,7,0
FC(F)(F)COc1nc(N/N=C/c2cccnc2)nc(N2CCCCC2c2ccccn2)n1 (stereo unspecified),1,-1,0,6,i,-27,-2,-31,4,-4
CCOC(=O)N1CCN(c2nc3ccc(C)cc3n3cnnc23)CC1,-2,1,.,3,i,7,-5,-22,-10,4
C=CCc1ccc(OCCOc2ccc(/C=N/n3cnnc3)cc2OCC)c(OC)c1,10,2,-5,21,i,13,8,-8,16,2

# Another view of some results above.
Compound	HSF1 activator	GSK3beta inhib	GSK3 alpha inh	AI-2 QS modul	PolyA inhibitor	aSyn UTR inh	HSP90 refold inh	KLF5 inh	HSF1 inh	IEC-6 tox
O=C(NCc1cccs1)C1CCCN(C(=O)Nc2ccccc2)C1 (stereo unspecified)	7	2	-2	11	i	13	-3	16	-2	0
CCN(CC)CCOC(=O)c1ccc(N/C=C(/C#N)c2nc(-c3cc4ccccc4oc3=O)cs2)cc1	-5	1	-3	6	i	-28	2	3	-4	0

# Single records (already shown):
# `CC(C)Cc1csc(NC(=O)C(C)C)c1C(=O)O` is listed with HSF1 activator: -17; GSK3beta inhib: -6; GSK3 alpha inh: 1; AI-2 QS modul: 14; PolyA inhibitor: i; aSyn UTR inh: 8; HSP90 refold inh: -3; KLF5 inh: -71; HSF1 inh: -1; IEC-6 tox: 7
# `Nc1c2c(nc3ccccc13)CCC2` is listed with HSF1 activator: -8; GSK3beta inhib: -2; GSK3 alpha inh: .; AI-2 QS modul: 22; PolyA inhibitor: i; aSyn UTR inh: 13; HSP90 refold inh: -4; KLF5 inh: -33; HSF1 inh: 4; IEC-6 tox: 7
# `Cc1ccc(S(=O)(=O)N(C)CC(=O)Nc2ccncc2)cc1` is listed with HSF1 activator: 1; GSK3beta inhib: 2; GSK3 alpha inh: 1; AI-2 QS modul: 15; PolyA inhibitor: i; aSyn UTR inh: 8; HSP90 refold inh: -2; KLF5 inh: 4; HSF1 inh: -4; IEC-6 tox: 1

# (next part)
SMILES,HSF1 activator,GSK3beta inhib,GSK3 alpha inh,AI-2 QS modul,PolyA inhibitor,aSyn UTR inh,HSP90 refold inh,KLF5 inh,HSF1 inh,IEC-6 tox
CCOc1ccc(CNS(=O)(=O)c2ccc(-c3ccc(=O)[nH]n3)o2)cc1OC,-3,3,2,17,i,-4,-5,-15,-7,-8
CC(OC(=O)c1cccc(S(=O)(=O)N(C)C)c1)C(=O)NCc1ccc2c(c1)OCO2 (stereo unspecified),8,-2,-5,20,i,15,.,.,-5,.
Cn1c(/C(C#N)=C(\O)c2ccc(Cl)s2)nc2ccccc21,18,-1,-1,13,i,-80,-3,12,5,9
Cc1cc(=O)n2nc(N3CCC(C(=O)NCc4cccc(Cl)c4)CC3)sc2n1,-5,5,0,7,i,8,-5,-12,0,-7
COc1cc2c(cc1OC)C1(NCC2)C(=O)Nc2ccccc21 (stereo unspecified),4,3,7,21,i,15,3,2,-3,-2
O=C(NCC1CCCN1S(=O)(=O)c1cccs1)c1ccc(F)cc1 (stereo unspecified),0,1,0,6,i,-1,.,.,1,.
S=c1nc(-c2ccccc2)n(CCN2CCOCC2)c2c1CCCC2,5,1,-2,26,i,23,1,2,3,4
CCc1nc(Nc2cc(OC)ccc2OC)c2oc3ccccc3c2n1,-10,-3,-1,10,i,19,-4,-3,7,16
COc1ccc(OC)c(NC(=O)CSc2n[nH]c(-c3cccnc3)n2)c1,-18,2,2,13,i,-5,-3,-11,-4,-4
COc1ccc(C(=O)NCc2cn3ccsc3n2)cc1OC,-5,1,-3,30,i,12,0,-23,-2,-4
O=C(N/N=C/c1ccco1)c1cccc(NC(=O)c2cccc(Cl)c2)c1,4,-2,1,4,i,-10,1,-33,9,-2
CC(=O)Oc1ccc(-c2ccc(C(=O)O)cc2)cc1,1,1,-4,53,i,3,0,-37,-2,1
COCCn1nc2cc(C(=O)NCc3cc(C(F)(F)F)cc(C(F)(F)F)c3)ccc2c1OC,8,1,-2,-4,i,10,-2,-29,-1,2
Cc1ccc(S(=O)(=O)NC(C)C(c2cccs2)N2CCN(c3ccccc3)CC2)cc1 (stereo unspecified),-29,0,-3,23,i,-1,-2,-19,-10,-4
COc1ccc(CCNC(=O)C2CCN(C(=O)c3ccc(Br)cc3)CC2)cc1,-18,2,-2,-6,i,31,-1,-23,-8,-6
COc1cccc(NC(=O)CCP(C)(=O)O)c1,-15,2,2,25,i,10,2,-13,2,1
CCc1nnc(NC(=O)c2cccc(S(=O)(=O)N(C)c3ccccc3)c2)s1,17,-1,-1,27,i,-3,2,-48,-5,-1
CCOC(=O)CCC(NC(=O)CC(=O)NC(CCC(=O)OCC)C(=O)OCC)C(=O)OCC (stereo unspecified),-12,1,-1,18,i,-8,0,-22,-5,-4
CC(=O)c1ccc(N2CCN(C(=O)c3ccc4c(c3)OCO4)CC2)cc1,4,1,0,34,i,2,-5,-2,1,2
O=C1CC2(CCN(C(=O)COc3ccc(F)cc3)CC2)Oc2ccccc21,12,1,-1,14,i,-6,.,.,0,.
O=C(CN1C(=O)CCSc2ccc(S(=O)(=O)N3CCCC3)cc21)Nc1ccccc1Cl,-4,-2,-2,2,i,-1,2,-11,1,12
CSCCC(NS(=O)(=O)c1ccc2c(c1)oc(=O)n2C)C(=O)NC1CCN(Cc2ccccc2)CC1 (stereo unspecified),-9,-1,-6,28,i,-1,-4,-22,1,-9
Cc1cnc(C(=O)OCC(=O)NC2CCCCCCC2)cn1,12,2,0,35,i,2,-3,-16,5,-1
COc1cc(NC(=O)CSc2nncn2C)c(C)cc1[N+](=O)[O-],-1,0,-2,20,i,13,2,-31,1,4
